Screening results deposited in PubChem by National Center for Advancing Translational Sciences (NCATS).
FUS yeast rescue: FUS proteinopathy suppression in yeast. Potency, µM (highest dose often 76.6 µM), inactives show at the top dose growth rescue (activation), most hits filed as activators. actives 0.24% (n = 390,000). S. cerevisiae FUS-expressing, growth rescue, OD600, 24 h;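 further: potency means the concentration at half of the fitted maximal effect; plate controls were DMSO vehicle for no effect and reference control for full effect; nearly all actives have a fitted effect of over 55% in size; some results filed as inactive show a strong effect at the top dose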
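Galactose (2%) drives FUS expression in yeast precultured in raffinose; seeding density OD 0.005. Test compounds incubated 24hr at 30C and 99% humidity before absorbance at 600 nm was measured.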
DRD3 antagonist: antagonists of human D3 dopamine receptor. P35462. D3R cells, DiscoveRx beta-arrestin luminescence, antagonist mode; active compounds read low. max response, negative = inhibition, %. actives 2.5% (n = 360,000); in the data active means max response below about -50%; inconclusive means no clear call, values can overlap the other calls; further: on the % scale 0 is the no-effect control and ±100 the full control effect; mostly tested at two doses, the higher about 12 µM
Target sequence (P35462 whole entry, looked up): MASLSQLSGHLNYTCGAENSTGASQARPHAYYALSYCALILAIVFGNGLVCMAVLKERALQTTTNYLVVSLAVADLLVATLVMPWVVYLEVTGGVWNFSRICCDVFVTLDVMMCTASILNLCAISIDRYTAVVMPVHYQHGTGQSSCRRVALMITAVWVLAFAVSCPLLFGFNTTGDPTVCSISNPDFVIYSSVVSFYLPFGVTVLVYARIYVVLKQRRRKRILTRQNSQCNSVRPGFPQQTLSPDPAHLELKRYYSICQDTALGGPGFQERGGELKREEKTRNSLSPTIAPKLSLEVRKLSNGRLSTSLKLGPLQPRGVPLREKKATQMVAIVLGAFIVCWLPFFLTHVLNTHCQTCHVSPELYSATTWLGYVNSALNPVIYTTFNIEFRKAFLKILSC
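Cells plated overnight at 1500 cells/well, then exposed to library compounds with dopamine controls for 90 minutes at 37 degrees C. DiscoveRx reagent added for 30–60 minutes at room temperature; luminescence read, quantitative HTS format.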
TDP43 rescue: TDP-43 toxicity inhibition in yeast. TDP-43 expressing yeast growth rescue, BacTiter-Glo, 24 h. Potency, µM (series often up to 46.1 µM), inactives show at the top dose growth rescue (activation), most hits filed as activators. actives 1.8% (n = 410,000); further: potency means the concentration at half of the fitted maximal effect; % of control where 0% means no effect; nearly all actives have a fitted effect of over 50% in size
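Yeast cells expressing TDP-43 under galactose induction are exposed to compounds for 24 hr at 30 deg C. BacTiter-Glo luminescence measures growth, so protective compounds score as activators.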
aSyn rescue: alpha-synuclein toxicity inhibition in yeast; Yeast expressing alpha-synuclein, growth rescue, BacTiter-Glo, 24 h; Potency, µM (top dose mostly 46.1 µM), without a hit: top-dose growth rescue (activation), most hits filed as activators; actives 0.14% (n = 370,000); further: potency means the concentration at half of the fitted maximal effect; % of control where 0% means no effect; nearly all actives have a fitted effect of over 65% in size
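Screening used galactose-induced yeast with toxic alpha-synuclein levels, exposed to compound for 24 hr at 30 deg C. Cell growth, read with BacTiter-Glo luminescence, gave the measured signal.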
PTHR1 ag: PTHR1 (human) receptor agonism; actives 0.075% (n = 410,000); Potency, µM (top dose mostly 115 µM), without a hit: top-dose activation, hits mostly activators; Q03431; HEK293 GP2 PTHR1 cells, GloSensor cAMP luminescence, 1 h; AID 743266; further: potency means the concentration at half of the fitted maximal effect; nearly all actives have a fitted effect of over 55% in size; some results filed as inactive show a strong effect at the top dose; inactives centre near -15; many of its hits are not listed in these tables
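HEK-293-derived GP2 cells expressing PTHR1 and a GloSensor cAMP reporter, 3,000/well, plated overnight, given luciferin plus IBMX (each 0.5 mM as added) for 1 h at 37 °C, then compound for 1 h at 37 °C. Luminescence was read after 15 min at room temperature.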
Abeta rescue: compounds reversing amyloid beta toxicity in yeast | Potency, µM (doses to about 46.1 µM), for inactives: top-dose growth rescue, hits mostly activators | actives 0.063% (n = 410,000) | yeast expressing A-beta42, growth rescue, OD600, 48 h; response scale: 0% DMSO, 100% iron-clioquinol control | AID 1347071; further: potency means the concentration at half of the fitted maximal effect; nearly all actives have a fitted effect of over 55% in size
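Yeast A-beta toxicity model in growth medium with pinned compounds, 48 h at 30 C; growth read as absorbance at 600 nm. Normalized to FeCl3/clioquinol equimolar mix (positive) and DMSO (negative).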
GLP-1R inv ag: inverse agonists of human GLP-1 receptor | HEK293 GLP-1R CRE-luciferase, luminescence, 24 h; GLP-1R form is constitutively active | P43220 | Potency, µM (titrated, usually from 38.3 µM), for the others: at the highest dose activity change, negative = inhibition, usual class: inhibitors | AID 624417 | actives 1.6% (n = 410,000); further: potency means the concentration at half of the fitted maximal effect; on the % scale 0 is the no-effect control and ±100 the full control effect; nearly all actives have a fitted effect of over 55% in size
Target sequence (P43220 whole entry, looked up): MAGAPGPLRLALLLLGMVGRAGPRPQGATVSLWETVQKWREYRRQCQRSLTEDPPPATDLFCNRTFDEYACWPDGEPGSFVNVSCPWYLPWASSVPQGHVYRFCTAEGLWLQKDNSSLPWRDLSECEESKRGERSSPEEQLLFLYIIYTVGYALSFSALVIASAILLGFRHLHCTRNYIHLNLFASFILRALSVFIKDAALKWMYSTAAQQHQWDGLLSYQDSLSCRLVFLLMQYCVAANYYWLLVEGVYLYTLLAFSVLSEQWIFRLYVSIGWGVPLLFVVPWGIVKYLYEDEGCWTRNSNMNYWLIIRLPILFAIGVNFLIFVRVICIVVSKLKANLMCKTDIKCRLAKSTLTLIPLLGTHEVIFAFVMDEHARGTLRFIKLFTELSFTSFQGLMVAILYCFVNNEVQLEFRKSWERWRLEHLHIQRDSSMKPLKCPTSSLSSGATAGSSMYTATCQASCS
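Cells are plated, allowed 12 hours at 37 deg C, then treated with compounds for 24 hr before luciferase detection reagent is added and luminescence is read after 12 min at room temperature. The HEK293 line carries constitutively active GLP-1R with a cAMP-responsive reporter.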
GLP-1R agonist: agonists of human GLP-1 receptor. P43220. HEK293 GLP-1R CRE-luciferase, luminescence, 4-6 h; cells express a hypersensitive GLP-1R form. Potency, µM (highest dose often 45.6 µM), for the others: at the highest dose activation, actives largely listed as activators. actives 0.007% (n = 380,000). AID 624172; further: potency means the concentration at half of the fitted maximal effect; % of control where 0% means no effect
Akt phos inh: inhibitors of Akt phosphorylation | actives 0.32% (n = 360,000) | activity change, % for hits at 50 µM | AID 651550 | Neuro2A IGF-stimulated pAkt S473 HTRF, 20 min; active compounds read low; in the data active means activity change below about -80%; inconclusive means mostly about -51% to -80%; further: on the % scale 0 is the no-effect control and ±100 the full control effect
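Neuro2A cells in DMEM with 0.5% FBS, overnight at 37 deg C, given compound at single 50 µM final, then IGF (6 nM final) for 20 min at 37 deg C. Lysed; phospho-Akt Ser473 by HTRF after 24 h, 665/615 ratio.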
Starred values were filed as active, the others as inactive; i = inactive; ? = inconclusive; · = no result given; [ ] = another dose, or the depositor's remark. Unless noted, the call rests on the fitted dose curve; in most records, active means well fitted curve in the direction sought with a large enough effect; inconclusive means small, poorly fitted or top-dose-only effect, or another doubt; inactive means no such curve, though single readings can be large; an effect the other way counts as inactive or inconclusive. An excerpt. The share of hits here may be higher or lower than overall.

SMILES	FUS yeast rescue	DRD3 antagonist	TDP43 rescue	aSyn rescue	PTHR1 ag	Abeta rescue	GLP-1R inv ag	GLP-1R agonist	Akt phos inh
CC(OC(=O)Nc1ccccc1)C(=O)OC1CCCCC1 (configuration not stated)	9%	-7	16%	13%	i	29%	12%	15%	i
CC(=O)Nc1cccc(-c2ccnc3c2CC(C(=O)NCC2CCOCC2)O3)c1 (configuration not stated)	-16%	19	28%	-3%	i	-3%	?	-1%	i
COc1ccccc1N1CCN(CC(=O)Nc2sccc2C#N)CC1	21%	-2	-13%	-2%	i	0%	0%	4%	i
CSc1nc(NCCOCCO)c2sc3nc(-c4ccco4)c4c(c3c2n1)CCC4	?	20	-3%	8%	i	2%	?	-20%	i
O=C(Nc1nc2ccccc2n1CCN1CCCCC1)c1ccco1	-17%	-5	7%	-5%	-101%[inhibitor][57.5 µM]	-1%	?	0%	i
COc1cccc(-c2cc(C(F)(F)F)n3ncc(S(=O)(=O)c4ccccc4)c3n2)c1	18%	25	-12%	1%	-16%[57.5 µM]	11%	8%	-10%	i
O=C(O)c1cccc2c1C(=O)N(CC1CCCO1)C2 (configuration not stated)	12%	5	18%[9.22 µM]	0%	0%	-1%	3%[7.66 µM]	8%	i
CSc1ccccc1C(=O)Nc1cccc(C(C)=O)c1	13%	26	-10%	-5%	-3%[57.5 µM]	-6%	-6%	19%	·
Nn1c(SCC(=O)Nc2ccc3c(c2)OCO3)nnc1C1CC1	16%	23	5%	5%	-17%[57.5 µM]	0%	4%	-5%	i
Cc1cc(C)nc(Nc2nc3ccccc3[nH]2)n1	19%	8	-12%	0%	-8%	2%	16%	1%	i
Cc1cccc(S(=O)(=O)N2CN(Cc3ccco3)c3nc4ccccc4nc32)c1	34%	10	-6%	5%	-8%[57.5 µM]	-8%	?	-4%	i
CC1(C)NC(=O)N(CCSc2ccc(Cl)cc2)C1=O	-15%	14	29%	·	i	13%	-9%	0%	·
Cc1cccc(CN2CCN(c3ccccn3)CC2)c1	15%	?	3%	0%	i	0%	3%	4%	i
N#C/C(=C\c1cc2c(cc1Br)OCO2)C(=O)NCC1CCCO1 (configuration not stated)	13%	-2	0%	14%	-29%	15%	9%	1%	i
Cc1nc2ccc(N3C(=O)CCC3=O)cc2[nH]1	-7%	58	-13%	-8%	i	15%	-11%	-4%	i
CCOC(=O)CCC(NC(=O)c1ccc(NCN2C(=O)CCC2=O)cc1)C(=O)OCC (configuration not stated)	16%	6	-16%	2%	-1%[57.5 µM]	-5%	4%	-13%	i
CC(O)[C@H]1CC[C@H]2[C@@H]3CC[C@H]4C[C@@H](O)CC[C@]4(C)[C@H]3/C(=N/O)C[C@]12C (some centres not stated)	?	13	20%	11%	i	16%	?	2%	i
O=C(c1ccccc1)N1CCN(C(=O)c2ccc(OC(F)(F)F)cc2)CC1	7%	6	16%	9%	i	12%	-2%	2%	i
CC[C@](C)(O)c1cc2ccccc2c(=O)o1	-24%	19	8%	-6%	-24%	3%	7%	-3%	i
CCCCCCN1C(=O)C(O)=C(C(C)=O)C1c1ccc(Cl)cc1 (configuration not stated)	12%	-14	?	0%	-7%	-18%	?	-20%	i
CCN(CC(=O)Nc1ccc(NC(C)=O)cc1)C(=O)c1cc(-c2ccccc2)nn1-c1ccccc1	0%	-25	13%	-7%	-44%[inhibitor]	2%	?	-1%	i
Cc1cc(C(=O)COC(=O)C(C)NC(N)=O)c(C)n1Cc1ccco1 (configuration not stated)	18%	1	-17%	2%	i	-14%	14%	0%	i
O=C(Nc1ccc(Cl)cc1)Nc1cccc(C(=O)O)c1	11%	-14	-16%	0%	-16%	-2%	1µM*	-8%	i
Cc1ccnc(SCCn2c(N3CCC(C)CC3)nc3c2c(=O)n(C)c(=O)n3C)n1	7%	25	-15%	-5%	-18%[57.5 µM]	7%	0%	0%	i
COc1c(C)cc(Br)cc1C(=O)Nc1ccccc1C	-21%	-17	12%	0%	-32%	16%	-3%	7%	i
O=C(O)C1CCCCC1C(=O)Nc1ccc(S(=O)(=O)N2CCCC2)cc1 (configuration not stated)	11%	5	0%	3%	-9%	8%	15%	1%	i
CCc1nc2ccc(C(=O)N(C)C(C)C)cn2c1N(CC)Cc1cccc(Br)c1	-13%	12	20%	?	-45%[inhibitor]	-7%	-17%	11%	i
Cc1ccc(-n2c(C)cc(C(=O)OCC(=O)N(CC(C)C)C3CCS(=O)(=O)C3)c2C)cc1 (configuration not stated)	?	7	0%	-1%	i	18%	0%	-3%	i
COc1ccccc1-c1c(C)oc2cc(OCC(=O)OCc3ccccc3)ccc2c1=O	12%	-6	7%	0%	-29%	1%	8%	1%	i
CCOc1ccc(CCNC(=O)COC(=O)C2CCN(S(=O)(=O)c3ccc(C)c(C)c3)CC2)cc1OCC	·	14	2%	-1%	-12%	8%	8%	15%	i
COc1cc(C(=O)NCc2nnc(SCC(=O)NCc3ccccc3)o2)cc(OC)c1OC	31%	15	-5%	-1%	9%	-5%	23%	1%	i
CSC1=NCCN1C(=O)c1ccc(S(=O)(=O)N(C)C)cc1	13%	10	7%	1%	-24%	-4%	13%	-4%	i
COC(=O)c1ccc(N2CCOCC2)c(NC(=O)c2ccc(Br)o2)c1	·	15	-8%	-1%	i	-6%	5%	-5%	i
Cc1ccc2nc(NC(=O)CN3CCOCC3)sc2c1	-11%	-12	1%	12%	-1%[57.5 µM]	-6%	-4%	-1%	i
COc1ccc(-c2nc(-n3c(C)c(C(C)=O)c(C(C)=O)c3C)sc2C)cc1	16%	29	?	-6%	-12%	6%	5%	17%	i
Cc1ccc(/C=C2\SC(=S)N(CCC(=O)NNC(=O)c3cccnc3)C2=O)cc1	·	-2	12%	10%	i	-6%	28%	4%	i
CCC(=O)NC1=C(Nc2ccc(N)cc2)C(=O)c2ccccc2C1=O	?	-13	-26%	-19%	i	-38%	-19%	1%	i
COc1ccc(CCN(C)c2ccc(C(N)=O)cc2[N+](=O)[O-])cc1OC	23%	-2	-9%	-7%	-18%	6%	211%[activator]	19%	i
O=C(CCCN1C(=O)/C(=C/c2ccccc2Cl)SC1=S)NNC(=O)c1ccc(Cl)cc1	35%	20	-15%	-2%	i	1%	0%	-2%	i
CC(NCCC1(C(C)C)CCOC(C)(C)C1)c1cccs1 (configuration not stated)	19%	-22	5%	4%	i	3%	-13%	13%	i

With a hit mark in GLP-1R inv ag (from the list above):
| structure | DRD3 antagonist | PTHR1 ag | GLP-1R inv ag | GLP-1R agonist | Akt phos inh |
| --- | --- | --- | --- | --- | --- |
| O=C(Nc1ccc(Cl)cc1)Nc1cccc(C(=O)O)c1 | -14 | -16% | 1µM* | -8% | i |

Further entries follow.
SMILES	FUS yeast rescue	DRD3 antagonist	TDP43 rescue	aSyn rescue	PTHR1 ag	Abeta rescue	GLP-1R inv ag	GLP-1R agonist	Akt phos inh
COc1ccc2c(c1)OC(O)(C(F)F)CC2=O (configuration not stated)	33%	?	-18%	-2%	-8%[57.5 µM]	-14%	4%	-2%	·
O=C(NCCc1ccc(Cl)cc1)c1ccc(NC2=NC3CS(=O)(=O)CC3S2)cc1 (configuration not stated)	-7%	17	15%	0%	i	4%	-14%	-3%	i
COC(=O)C1=C(C)N(C)C(=O)NC1c1cc(Cl)cc(Cl)c1OC (configuration not stated)	13%	19	-4%	-1%	i	-26%	4%	2%	i
O=C(Nc1ccc2c(c1)OCO2)c1ccc(Cl)s1	26%	-29	-18%	-9%	-17%[57.5 µM]	-15%	?	3%	i
C[C@@H](O)[C@@H]1NC(=O)c2cc([N+](=O)[O-])cc(I)c2NCC[C@@H](C(N)=O)NC(=O)CNC1=O	-7%	-9	-5%	0%	19%	-9%	0%	8%	i
CCCCN(C(=O)c1ccc(S(=O)(=O)N2CCOCC2)cc1)C1CCS(=O)(=O)C1 (configuration not stated)	10%	5	12%	3%	i	8%	8%	-9%	i
CC(C)(C)n1nnnc1C(c1cccs1)N1CCN(c2ccccc2)CC1 (configuration not stated)	-26%	7	21%	5%	i	-59%[inhibitor]	15%	-11%	i
O=C(Nc1cccc(F)c1)C1CCCN(S(=O)(=O)c2cnc[nH]2)C1 (configuration not stated)	1%	3	13%	-1%	i	11%	-13%	1%	i
O=C(COc1ccccc1-c1ccccc1)NN=C1CCCC1	-6%	-16	6%	-12%	-11%	-9%	?	4%	i
O=C(CCS(=O)(=O)c1ccccc1)Nc1nc2cc3c(cc2s1)OCO3	21%	10	1%	0%	-13%	10%	6%	0%	i
O=C(Nc1ccc(NC(=O)C2CC2)cc1)c1ccco1	-9%	2	-11%	-8%	i	-13%	5%	1%	i
Cc1cccc(NS(=O)(=O)c2cccs2)n1	-8%	3	-18%	1%	i	7%	5%	-1%	i
O=C(O)CCCCCNS(=O)(=O)c1c(Cl)cccc1Cl	3%	16	5%	1%	i	21%	0%	-12%	i
O=C(CC1NCCNC1=O)Nc1ccc(Cl)c(Cl)c1 (configuration not stated)	1%	0	-3%	-9%	-34%[inhibitor]	-4%	3%	-3%	i
COc1ccc(-c2csc3nc(-c4ccccc4F)oc(=O)c23)cc1	8%	2	-8%	12%	-6%	10%	12%	5%	i

Only aSyn rescue, GLP-1R agonist and TDP43 rescue (four entries from above):
Compound | aSyn rescue | GLP-1R agonist | TDP43 rescue
N#C/C(=C\c1cc2c(cc1Br)OCO2)C(=O)NCC1CCCO1 (configuration not stated) | 14% | 1% | 0%
Cc1nc2ccc(N3C(=O)CCC3=O)cc2[nH]1 | -8% | -4% | -13%
CCOC(=O)CCC(NC(=O)c1ccc(NCN2C(=O)CCC2=O)cc1)C(=O)OCC (configuration not stated) | 2% | -13% | -16%
CC(O)[C@H]1CC[C@H]2[C@@H]3CC[C@H]4C[C@@H](O)CC[C@]4(C)[C@H]3/C(=N/O)C[C@]12C (some centres not stated) | 11% | 2% | 20%
